High-throughput results from PubChem.
Lipid storage S3 – qHTS Assay for Lipid Storage Modulators in Drosophila S3 Cells; Drosophila S3 cells, BODIPY lipid droplet fluorescence, 18-24 h; cells fed with added oleic acid; Potency in µM for hits, for the others lipid storage change, negative = inhibition, % at the top dose, mostly 46.1 µM; 320,000 tested, 0.64% active; active = well fitted inhibition curve with a large enough effect in the signal ratio, with a control signal flat, not every such curve was filed as active; inconclusive = small, poorly fitted or top-dose-only effect, or effect the other way, or a change in a side signal; the % refers to the signal ratio
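Laser-scanning cytometry quantifies lipid droplet accumulation (500–530 nm total intensity; droplet/cell object ratio) in oleic acid-fed (400 uM added) Drosophila S3 cells treated with a concentration series. 20 uM Triacsin C defined 100% inhibition.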
Lipid storage S3 cell count max – second read-out of Lipid storage S3, no call of its own (marks repeat the call); cell number change, %; measured here: cell count max response;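 cells counted by Cell Tracker Red CMTPX staining in the red channel; peak over a dose series mostly up to 46.1 µM; percent activity relative to internal control wells on each plate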
* marks the source's active call; other numbers are inactive results; i = inactive; u = inconclusive; x = no result given; [ ] = remark or other dose. % is scaled to controls: 0 for no effect and ±100 for the full control effect; potency is read from the fitted curve at half-maximal effect. Some of the compounds tested; rates above refer to the full screens.

Start of the data: the first 14 records, ahead of the listing:
Structure | Lipid storage S3 | Lipid storage S3 cell count max
CC(OC(=O)c1cccc(-n2cnnn2)c1)C(=O)Nc1ccc(F)cc1 (stereo not given) | 14% | x
O=C(NCc1ccccc1Cl)C1CCCN1C(=O)NCc1ccccc1 (stereo not given) | u | x
CCC(c1nnnn1CCC(C)C)N1CCC(C(N)=O)CC1 (stereo not given) | -15% | 4
Cc1cc(C)c(S(=O)(=O)NCC2CCC(C(=O)NCCCN3CCC(C)CC3)CC2)c(C)c1 (stereo not given) | u | x
O=C(OCn1nnc2ccccc2c1=O)c1ccc(S(=O)(=O)N2CCOCC2)cc1 | u | x
Cc1ccc(S(=O)(=O)CCC(=O)Oc2ccc(-c3nnco3)cc2)cc1 | u | x
CCOC(=O)COc1c(OC)cc(Cl)cc1C1NC(=O)NC(C)=C1C(C)=O (stereo not given) | i | 15
CC(/C=N/NC(=O)c1sc(N)nc1C)=C\c1ccccc1 | i | x
COc1ccc(OCC(=O)NCCNC(=O)c2cccnc2)cc1 | i | -10
COc1cccc(C(c2sc3nc(C)nn3c2O)N2CCN(C(=O)c3ccco3)CC2)c1 (stereo not given) | i | x
COc1ccc(CCNS(=O)(=O)c2cn(C)cn2)cc1OC | u | x
CCOc1ccc2c(c1)OC(c1ccc(C)cc1)(C(F)(F)F)NC2=O (stereo not given) | 25% | 30
COc1ccc(OCc2cc(C(=O)NCc3cccc(C)n3)no2)c(Cl)c1 | 3% | x
CCCc1cc(NCCCCO)n2c(nc3ccccc32)c1C#N | 5% | -17

Main list, from the start:
Structure | Lipid storage S3 | Lipid storage S3 cell count max
CC(OC(=O)c1cccc(-n2cnnn2)c1)C(=O)Nc1ccc(F)cc1 (stereo not given) | 14% | x
O=C(NCc1ccccc1Cl)C1CCCN1C(=O)NCc1ccccc1 (stereo not given) | u | x
CCC(c1nnnn1CCC(C)C)N1CCC(C(N)=O)CC1 (stereo not given) | -15% | 4
Cc1cc(C)c(S(=O)(=O)NCC2CCC(C(=O)NCCCN3CCC(C)CC3)CC2)c(C)c1 (stereo not given) | u | x
O=C(OCn1nnc2ccccc2c1=O)c1ccc(S(=O)(=O)N2CCOCC2)cc1 | u | x
Cc1ccc(S(=O)(=O)CCC(=O)Oc2ccc(-c3nnco3)cc2)cc1 | u | x
CCOC(=O)COc1c(OC)cc(Cl)cc1C1NC(=O)NC(C)=C1C(C)=O (stereo not given) | i | 15
CC(/C=N/NC(=O)c1sc(N)nc1C)=C\c1ccccc1 | i | x
COc1ccc(OCC(=O)NCCNC(=O)c2cccnc2)cc1 | i | -10
COc1cccc(C(c2sc3nc(C)nn3c2O)N2CCN(C(=O)c3ccco3)CC2)c1 (stereo not given) | i | x
COc1ccc(CCNS(=O)(=O)c2cn(C)cn2)cc1OC | u | x
CCOc1ccc2c(c1)OC(c1ccc(C)cc1)(C(F)(F)F)NC2=O (stereo not given) | 25% | 30
COc1ccc(OCc2cc(C(=O)NCc3cccc(C)n3)no2)c(Cl)c1 | 3% | x
CCCc1cc(NCCCCO)n2c(nc3ccccc32)c1C#N | 5% | -17
O=C(O)CCCCN1C(=O)/C(=C\c2ccc(OCc3ccccc3)c(OCc3ccccc3)c2)SC1=S | -12% | -11
O=C(N/N=C/c1c[nH]c2ccccc12)c1ccc2c(c1)OCCO2 | 4% | 14
CCCCn1c(C)cc2c(c1=O)[C@H]1O[C@](CCCC)(Cc3c1ccc1ccccc31)O2 | 2%[9.22 µM] | 5
CN(NC(=O)Nc1ccc(Cl)cc1)c1c(Cl)c(Cl)nn1C | u | x
O=C(O)CN1C(=O)C2C3C=CC(C2C1=O)C1C(=O)N(CC(=O)O)C(=O)C31 (stereo not given) | i | 3
Cc1cc(C)c(C(N)=O)c(Cl)n1 | u | x
O=C(Nc1ccncc1)C1CCCN(S(=O)(=O)c2cccc3cccnc23)C1 (stereo not given) | i | x
O=C(OCC(=O)N1CCN(C(=O)c2ccco2)CC1)c1ccccc1OCc1ccccc1 | u | x
COc1cccc(CNC(=O)CCCN2C(=O)C(c3ccccc3)Oc3cccnc32)c1OC (stereo not given) | u | x
Cc1cc(NC(=O)CCC(=O)N(c2cccnc2)C(C(=O)NC2CCCC2)c2ccccc2F)no1 (stereo not given) | 6% | 12
COc1ccccc1N1CCN(S(=O)(=O)CCNC(=O)c2cc(=O)c3ccccc3o2)CC1 | u | x
O=C1COCCOCCOCC(=O)NCCN1 | u | x
COc1ccc(-c2cc3ccccc3oc2=O)cc1NC(=O)c1ccc([N+](=O)[O-])o1 | u | x
COc1ccc(-c2nn(-c3ccccc3F)cc2CNCCn2nc(C)cc2C)cc1 | 16% | 6
COc1ccc([N+](=O)[O-])cc1NC1C2CC3CC(C2)CC1C3 (stereo not given) | -8% | -13
CNC(=O)c1cc(S(=O)(=O)N2CC(C)OC(C)C2)ccc1N1CCOCC1 (stereo not given) | i | -19
CCCC(=O)n1nc(-c2cccnc2)nc1NCc1ccc(OC)cc1 | u | x
O=[N+]([O-])c1ccccc1OCCCN1CCc2ccccc2C1 | u | x
CC(C)(C)c1nc2ccccc2c2nnc(SCC(=O)NCc3ccco3)n12 | 5% | -20
CC(C)NC(=O)CCCc1ccccc1 | u | x
CCN(CC)CCCNC(=O)c1cc(-c2ccc(O)cc2)on1 | u | x
COc1cc(NC(=O)COC(=O)Cn2cnc3c2c(=O)n(C)c(=O)n3C)cc(OC)c1 | u | x
O=C1c2ccccc2C(=O)N1CC1=CCS(=O)(=O)C1 | u | x
CCOC(=O)C(NC(=O)c1ccc(F)cc1)(Nc1sc2c(c1C(N)=O)CCC2)C(F)(F)F (stereo not given) | 8% | 0
COc1cccc(S(=O)(=O)Nc2ccc3sc(C)nc3c2)c1 | u | x
O=S(=O)(/C=C/c1ccccc1)N1CCOCC1 | i | 10
COc1ccccc1CNC(=O)c1ccc2nc3[nH]c4ccccc4c3nc2c1 | u | x
Cc1cc(C)n(-c2cc(N3CCOCC3)nc(-c3ccccc3)n2)n1 | u | x
CCNC(=O)c1c(O)c2cccc3c2n(c1=O)CC3 | i | 17
CC(/C=N\NC(=O)CN1CCN(S(=O)(=O)c2ccc(C)cc2)CC1)=C\c1ccccc1 | 1% | -8
Cn1nnc(NC(=S)NC(=O)c2cccc3c(Cl)cccc23)n1 | u | x
Cc1ccc(C(=O)N2CCN(c3ncccn3)CC2)cc1NC1=NC2CS(=O)(=O)CC2S1 (stereo not given) | u | x
CCOC(=O)C1CCCN(Cc2cc(Br)c(OC)cc2OC)C1 (stereo not given) | i | x
Cc1ccc(NC(=O)C2CCN(S(=O)(=O)c3ccc4c(c3)CC(C)N4C(=O)C3CCC3)CC2)nc1 (stereo not given) | -7% | -17
COCCCNC(=O)c1cc2c(-c3ccc(Cl)cc3)nn(C)c2s1 | u | x
Cc1cc(S(=O)(=O)N2CCN(C(=O)CCC(=O)N3CCOCC3)CC2)ccc1Br | 8% | 0
O=C(Cn1cncn1)NCc1ccc(Cl)cc1 | -4% | -20
CCS(=O)(=O)c1c([N+](=O)[O-])ncn1C | u | x
CCOC(=O)C(NC(=O)c1ccccc1Cl)(Nc1ccc(C)c(C)c1)C(F)(F)F (stereo not given) | u | x
CCOC(=O)C(NC(=O)c1cccc(Cl)c1)(Nc1sc2c(c1C(N)=O)CCC2)C(F)(F)F (stereo not given) | -23% | -13
Cc1ccc(C(=O)NCC(=O)NCC(=O)OCC(=O)c2ccc(F)cc2)cc1 | u | x
COc1ccccc1NC(=O)Nc1ccc2c(c1)nc(C)n2C | -1% | 18
COc1ccc(-c2[nH]nc(-c3ccccc3)c2-c2nc3ccccc3[nH]2)cc1 | -7% | 3
C=C1C(=O)O[C@@H]2C[C@@H](C)[C@@H]3C=CC(=O)[C@@]3(C)[C@@H](OC(C)=O)[C@H]12 | u | x
O=C(Nc1ccc2c(c1)OCO2)N1CCN(c2ncccn2)CC1 | i | -4
COC(=O)c1cn(NC(=O)c2cc([N+](=O)[O-])ccc2F)c(=O)c2ccccc12 | u | x

New compounds follow.
SMILES	Lipid storage S3	Lipid storage S3 cell count max
COc1ccc(C(CCN2CCCC(C)C2)c2c(OC)cc(OC)c3c(-c4ccccc4)cc(=O)oc23)cc1 (stereo not given)	u	x
CN(C)c1ccc(C(=O)OCC(=O)NCC2CCCO2)cc1 (stereo not given)	u	x
O=Cc1ccccc1OCCN1CCCC1=O	13%	21
COc1ccc(CC(=O)NCC(=O)N/N=C/c2sccc2C)cc1	u	x
CC(C)CN(C(=O)CSc1n[nH]c(-c2cccs2)n1)C1CCS(=O)(=O)C1 (stereo not given)	u	x
Cc1ccc2c(c1)/C(=C/c1ccccc1)C(=O)N2	u	x
CC(=O)Nc1ccc(C(=O)/C=C/c2ccc[nH]2)cc1	4%	16
O=C(Nc1cccc(C(=O)O)c1)/C(=C\c1ccc2c(c1)OCO2)NC(=O)c1ccc(Br)o1	1%	14
O=C(CN1CCCCC1)N/N=C/c1ccccc1Br	i	18
Nc1ncc(Br)cc1S(=O)(=O)NCCC(=O)NCc1ccc(F)cc1	i	10
Nc1[nH]n2c(=O)c3c(nc2c1N=Nc1ccc(Cl)cc1)CCCC3	-3%	5
CC(=O)Nc1cccc(C(=O)N2CCN(Cc3ccccc3)CC2)c1	i	29
Cc1cccc(C(=O)Nc2ccc3c(c2)nc(C)n3C)c1	-1%	9
CC(C)(C)c1nnc(NS(=O)(=O)c2ccc([N+](=O)[O-])cc2)s1	u	x
NC(=O)COC(=O)CC1CC2CCC1C2 (stereo not given)	u	x
CC(C)OC(=O)CCC(=O)Nc1nc2ccccc2s1	u	x
O=C(CSc1nnc(-c2ccc([N+](=O)[O-])cc2)o1)Nc1ccccn1	2%	10
O=C(N/C(=C/c1ccco1)C(=O)N1CCOCC1)c1ccc([N+](=O)[O-])cc1	u	x
CCCNC(=O)c1csc(Nc2cccc3ccccc23)n1	26%	-19
C/C(CC(=O)Nc1ccc(Cl)cc1)=N\NC(=O)C(=O)N1CCCCC1	u	x
CC12CCC(=O)N1C(C(=O)N1CCN(S(=O)(=O)c3ccc(F)c(F)c3)CC1)CS2 (stereo not given)	1%	6
COc1ccccc1NC(=O)c1nnn(CC(=O)Nc2ccccc2)c1N	-6%	-14
CCCCc1cc(O)c(CCCC)c(O)c1	u	x
O=C(NCc1ccco1)c1c(O)c2cccc3c2n(c1=O)CCC3	7%	-4
Cc1ccc(S(=O)(=O)N(CC(=O)Nc2ccc(C(N)=O)cc2)C(=O)N2CCN(C)CC2)cc1	2%	x
O=C(CSc1ccc(-c2cccnc2)nn1)N1CCCC1	2%	-1
CCNC(=S)/N=C(/Nc1ccccc1)Nc1nc(C)cc(C)n1	u	x
CCOP(=O)(OCC)C(NC(=O)Nc1ccccc1)c1ccccc1 (stereo not given)	-5%	-9
CCCc1nc2oc3ccccc3c(=O)c2c(=O)n1-c1ccccc1	4%	15
O=C(c1sc2ccccc2c1Cl)N1CCN(c2ccc(F)cc2)CC1	1%	-2
CC(Oc1cccc(Br)c1)C(=O)NNC(=O)CCNC(=O)c1ccccc1Cl (stereo not given)	u	x
O=C(NCc1cccs1)c1cnc2sccn2c1=O	u	x
CCOC(=O)CSc1nnc(-c2ccc(Cl)cc2Cl)o1	u	x
COc1ccc(NC(=O)c2ccco2)cc1S(=O)(=O)N1CCCCC1	u	x
CC(=O)c1ccc(N2CCN(S(=O)(=O)c3ccc4c(c3)NC(=O)CO4)CC2)cc1	u	x
CCC(=O)Nc1nc(C)nc(C)c1C(C)=O	u	x
Cc1ccccc1C(=O)N/C(=C/c1ccc(-c2cccnc2Cl)o1)C(=O)NCCCN1CCN(C)CC1	-3%	0
O=C(O)CCC(=O)N1N=C(c2ccccc2)CC1c1ccc2c(c1)OCO2 (stereo not given)	i	-16
Cc1ccc(-c2nnc(-c3ccncc3)n2-c2ccc(C)cc2)cc1	11%	1
O=C(c1ccc2c(=O)n(CC3CCCO3)c(=S)[nH]c2c1)N1CCN(c2ccccc2)CC1 (stereo not given)	-13%	-3
O=CN1CCC(=O)N(Cc2ccccc2)c2ccccc21	-25%	1
CNS(=O)(=O)c1cccc(C(=O)NC2CCCc3ccccc32)c1 (stereo not given)	i	2
CCc1ccc(-c2nnn(CC(=O)N(C3CCCC3)C3CCS(=O)(=O)C3)n2)cc1 (stereo not given)	u	x
Cc1ccc(S(=O)(=O)N(Cc2ccc(C(F)(F)F)cc2)C(=O)N2CCN(C)CC2)cc1	u	x
CC(C)c1ccc(NC(=O)COc2nnc(-c3cccs3)c(-c3cccs3)n2)cc1	u	x
CCN(CC)S(=O)(=O)c1ccc(OC)c(NC(=S)Nc2cccc(C)c2C)c1	u	x
CCOc1ccccc1NC(=O)CCC(=O)Nc1ccccc1OCC	u	x
COC(=O)C1=C(C)n2cnnc2NC1c1ccc(Cl)cc1 (stereo not given)	u	x
CC(C)OC(=O)c1cc(NC(=S)Nc2ccc([N+](=O)[O-])cc2)cc(C(=O)OC(C)C)c1	u	x
Cc1cccc(N(Cc2cc3ccccc3[nH]c2=O)C(=O)c2cccs2)c1	u	x
Oc1c(Cl)cc(CN2CCOCC2)c2cccnc12	u	x
CCCC(C)(C)NC(=O)CCCCC(=O)NC(C)(C)CCC	u	x
COc1cccc(C(=O)N2CCn3c2nc2ccccc23)c1	-8%	4
Cc1ccc2c(CC(=O)NC3CCS(=O)(=O)C3)coc2c1C (stereo not given)	5%	1
